BoNT-A LC inh2: blocks Botulinum neurotoxin A light chain protease. multiplex microsphere protease substrate cleavage, flow cytometry. inhibition, % at 10 µM. 0.17% of 360,000 active. AID 588499; also: plate controls were buffer without enzyme for full effect and enzyme alone for no effect
DUSP3 inh: blocks human VHR1 dual specificity phosphatase. P51452. 0.52% of 290,000 active. recombinant VHR phosphatase, pNPP absorbance. AID 1654. inhibition, % at 13.3 µM; in the data active = inhibition above about 50%; also: some compounds called inactive have numbers as strong as hits
CCHFV vOTU inh: CCHFV vOTU protease inhibition. inhibition, % at 11.5 µM. 0.55% of 370,000 active. Pep-AMC fluorescence; in the data active = inhibition above about 30%; also: 0% = vehicle wells with enzyme and 100% = no enzyme wells
PriA SSB inh: K. pneumoniae PriA-SSBct interaction inhibition. inhibition, % at 33 µM. AlphaScreen SSBct-PriA binding, biotinylated peptide. 0.6% of 430,000 active; in the data active = inhibition mostly above about 37%, no sharp cut-off; inactive = mostly below about 20%;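 also: plate controls were negative control peptide for no effect and reference peptide for full effect; strong numbers were not always called active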
Anthrax LF prot: inhibitors of Bacillus anthracis lethal factor protease | P15917 | multiplex microsphere protease cleavage assay, LF | inhibition, % at 10 µM | 0.12% of 360,000 active | AID 588501; also: plate controls were buffer without enzyme for full effect and enzyme alone for no effect
PfHsp40 yeast: compounds rescuing yeast from Plasmodium falciparum HSP40 toxicity; growth rescue, % at 12.5 µM; S. cerevisiae expressing PfHsp40, growth rescue, ATP luminescence; 0.68% of 340,000 active; in the data active = growth rescue above about 28%, passing the limit was not always enough;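 also: yeast W303a lacking pdr1 and pdr3 grown in galactose medium; growth measured after three days at 30 °C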
TcdB inh: blocks C. difficile toxin B glycohydrolase activity | AID 652162 | 0.24% of 350,000 active | P18177 | inhibition, % at 9.99 µM | TcdB glycohydrolase enzymatic assay, plate reader; in the data active = inhibition above about 10%
Yp Topo-I inh: blocks Yersinia pestis topoisomerase I activity; activity, % at 10 µM; AID 504884; Y. pestis Topo-I cleavage product accumulation, plate reader; 0.064% of 360,000 active; in the data active = activity above about 50%, passing the limit was not always enough; also: inactives centre near 2
Vc quorum ag: induces V. cholerae light production without autoinducers; AID 588436; activation, % at 18.7 µM; V. cholerae BH1578 lux reporter, luminescence, 6 h; 0.16% of 350,000 active; in the data active = activation mostly above about 9.7%, no sharp cut-off; also: not every result past the cut was called active; inactives centre near 0; reference of the scale not given here
3CLpro inhibitor: SARS-CoV 3CLpro protease inhibition | inhibition, % at 6 µM | 0.14% of 290,000 active | P0C6X7 | recombinant SARS-CoV 3CLpro, quenched FRET peptide cleavage; in the data active = inhibition above about 12%
Active calls of the source: *; i = inactive; / = no result given; & = joins results of further samples. Rule as the data show it, unless noted: active = inhibition above about 30%; inconclusive = no clear call, values can overlap the other calls; inactive = below that.

Every second line gives: BoNT-A LC inh2	DUSP3 inh	CCHFV vOTU inh	PriA SSB inh	Anthrax LF prot	PfHsp40 yeast	TcdB inh	Yp Topo-I inh	Vc quorum ag	3CLpro inhibitor
CN(C)S(=O)(=O)N1CCC(Oc2cccc(C(=O)N3CCCCCCC3)c2)CC1
→ 0.3	1.8	-6.5	-5.5	-1.5	-1.3	0.4	16.8	-0.3	3.7
CCN(CC)C(=O)c1sc(NC(=O)c2ccc3c(c2)OCO3)c(C#N)c1C
→ 0.2	6.5	-0.6	-5.9	4.4	-0.3	/	2.9	-0.3	0.0
CCn1c(SCC(=O)NCc2ccccc2)nc2c(c1=O)SC(C)C2 (configuration not stated)
→ -0.5	15.1	0.2	-17.8	-2.0	-0.8	2.0	1.9	-0.3	2.8
COc1ccc(C(=O)N2CCOCC2)cc1S(=O)(=O)N1CCCc2ccccc21
→ -0.3	12.5	6.9	-7.5	-1.5	-0.4	11.9*	2.8	0.1	-0.9
Cc1ccc(NS(=O)(=O)c2ccc3c(c2)CCC(=O)N3)cc1
→ 0.3&0.3	/	22.6&7.0	-7.3	0.4&1.6	-0.6	1.0&6.7	4.1&-2.4	-1.0	/
Oc1ccccc1CN1CCN(C(O)(c2ccccc2)c2ccccc2)CC1
→ -0.1	8.8	-2.5	-13.1	-6.0	-0.2	-0.6	4.6	-0.2	3.9
O=C(NCCc1ccc(Cl)cc1)c1cc(-c2ccccn2)nc2ccccc12
→ -2.9	1.8	0.6	-18.6	2.8	-1.2	-0.9	24.6	-0.7	-0.2
Cc1ccc(-c2noc(CCC(=O)N3CCN(c4cc(C)ccc4C)CC3)n2)cc1
→ 0.2	/	2.4	-17.1	-1.8	2.6	0.2	36.2	-2.0	/
O=C1c2ccccc2C(=O)N1CSc1nnc(Nc2ccccc2)s1
→ -0.7	-6.4	-14.4	-0.4	-2.4	-1.1	1.2	0.3	0.2	0.7
O=C(CCS(=O)(=O)c1cccs1)Nc1ccc(C(=O)NCc2ccccc2)cc1
→ 0.8	53.3*	6.0	-6.1	5.0	-0.8	/	11.1	0.4	2.6
COCCCNC(=S)NNC(=O)c1cc(-c2cccnc2)nc2ccccc12
→ -2.1	27.3	3.0	5.3	-2.4	-0.6	0.9	-2.3	-3.6	-3.9
COc1ccc(C(=O)NC(=S)N(C)C2CCCCC2)cc1Br
→ -2.5	1.8	-9.6	-8.4	-0.9	5.1	1.1	13.7	-4.3	8.1
CCOC(=O)N1CCN(C(=O)CSc2nnc(-c3c[nH]c4ccccc34)n2CCOC)CC1
→ 0.5	25.6	-1.9	-10.0&-3.1	0.6	1.9	/	-8.2	0.9	-0.1
CCc1cccc(C)c1NC(=O)CSc1nc(C)c(C)o1
→ -1.5	-4.4	-8.6	13.1	-4.1	-0.3	0.9	6.4	0.7	-3.3
Cc1cc(C(C)(C)C)oc1C(=O)N(CC(=O)NC1CCCC1)Cc1ccccc1
→ -0.9	9.1	10.3	-10.6	0.3	0.2	/	1.9	-5.0	-1.5
NC(=O)Cn1nnc(-c2ccc(CN3CCCCC3)cc2)n1
→ -1.0	29.3	4.8	3.9	-2.4	-1.4	-0.2	0.7	i	0.3
O=C(NCCCN1CCCC1=O)c1cccc(S(=O)(=O)NCc2ccccc2)c1
→ 1.6	/	14.2	-2.1	-2.7	0.5	0.5	-1.5	i	/
CN1CCN(NC(=S)NC2CCCCC2)CC1
→ -0.4	2.3	-10.6	-4.6	-2.5	-0.1	/	-1.5	2.0	3.5
COC(=O)CCCCNC(=O)Nc1ccccc1
→ -0.1	45.7	-3.1	1.4	-1.6	-1.1	0.7	2.8	-0.8	-7.2
CC(c1ccccc1)C1CC(=O)N(c2cc(Cl)ccn2)C1=O (configuration not stated)
→ 3.0	17.0	-4.7	-10.3	-6.1	0.2	2.3	2.4	-0.3	5.5
COc1ccc(NC(=O)Cc2c(SC)c3ccccc3n2Cc2ccccc2)cc1
→ 0.1	-3.8	1.1	-7.1	-0.8	-1.3	/	4.2	-0.4	-1.6
S=C(c1ccc(-c2ccc(Br)cc2)o1)N1CCOCC1
→ 0.6	17.5	-4.0	10.7	-3.1	/	-0.1	5.9	1.4	4.0
O=C(NNC(=O)c1cc(-c2ccc(Cl)c(Cl)c2)nc2ccccc12)Nc1ccccc1
→ 0.2	29.7	-0.1	-8.4	-0.7	-1.3	/	-10.6	-0.1	-0.5
CCOC(=O)C(C)Sc1nc2c(c(=O)[nH]c(=O)n2C)n1C/C=C(/C)Cl (configuration not stated)
→ 0.0	17.7	11.2	-4.1	-0.7	0.4	/	7.7	-0.4	-3.0
CC1=C(C(=O)OCCOc2ccccc2)C(c2ccc(C)o2)C2=C(CC(C)(C)CC2=O)N1 (configuration not stated)
→ 0.3	7.2	-1.6	-1.4	0.2	0.9	/	22.0	i	-6.4
COc1cccc(-c2nc(C(=O)NCCCN3CCOCC3)cc3c2[nH]c2ccccc23)c1
→ -0.9	36.9	-27.0	10.9	-4.0	1.5	-0.3	15.4	-0.3	4.1
COc1ccccc1NC(=O)c1ccc(NS(=O)(=O)c2cccc3cccnc23)cc1
→ -0.8	-3.4	11.4	-4.9	-3.8	-1.3	1.4	20.5	-1.5	-4.0
Clc1ccc(CSc2ccc(-c3ccccn3)nn2)cc1
→ -2.5	19.0	-4.2	-15.0	-2.7	-1.4	1.6	-1.6	i	1.3
Cc1cc(C)c(S(=O)(=O)N(CC(=O)O)CC(=O)O)c(C)c1
→ 0.7	-23.4	4.0	-35.3	1.2	0.7	/	-1.7	-0.4	4.7
COC(=O)c1c(NC(=O)C(=O)NCCCN2CCOCC2)sc2c1CC(C)(C)OC2
→ -1.2	17.7	-9.1	1.5	0.2	-0.1	-1.7	6.3	-0.9	1.2
CN(C)S(=O)(=O)NCCNC(=O)c1cc(OCC(F)(F)F)ccc1OCC(F)(F)F
→ 0.3	17.9	-11.0	-3.4	1.1	-1.4	-0.4	-6.1	-0.3	-6.6
NC(=O)CSc1nnc(-c2ccco2)n1-c1ccccc1
→ -0.1	13.3	-6.4	-11.4	-3.7	-1.0	-0.4	-1.1	-0.8	0.2
Cn1c(NNC(=O)c2ccc(C(C)(C)C)cc2)cc(=O)n(C)c1=O
→ -0.7	12.7	-0.8	-7.5	-0.1	-1.1	0.5	1.0	i	-1.4
CCc1nnc(NC(=O)CCc2ccccc2OC)s1
→ 1.5	18.7	-6.9	-7.3	-1.4	0.1	1.1	3.3	-4.5	5.3
O=C(CSc1nc2nn(-c3ccccc3)c(=O)c-2c2n1CCCCC2)Nc1ccc(F)cc1F
→ -0.1	/	9.1	6.0	-6.8	0.3	2.8	-2.1	i	/
NC(=O)c1ccsc1NC(=O)c1nc(-c2ccccc2)n(-c2ccccc2)n1
→ 1.3	-0.2	-19.1	-10.7	7.9	0.9	/	3.8	-3.8	4.5
O=C(CS(=O)CC(=O)NC12CC3CC(CC(C3)C1)C2)Nc1ccc(F)cc1 (configuration not stated)
→ 0.9	18.5	-4.3	-20.8	0.0	-1.4	-0.9	12.8	-0.3	2.9
Cc1ccc(NC(=O)CN2CCc3ccccc3C2)cc1S(=O)(=O)N(C)C
→ 0.3	21.8	-9.8	-3.9	-0.7	0.3	-0.8	12.5	-0.3	5.0
CC(C)(C)c1nnc(NC(=O)C2c3ccccc3Oc3ccccc32)s1
→ -1.1	15.0	4.0	-16.2	-7.1	0.3	1.3	2.6	-0.3	6.6
O=C(CSc1nnc(CNC(=O)c2c(F)cccc2Cl)o1)c1ccccc1
→ 1.9	3.3	1.9	-5.8	-2.8	-0.5	/	8.8	/	5.0

Some values from above.
Anthrax LF prot, COc1cccc(-c2nc(C(=O)NCCCN3CCOCC3)cc3c2[nH]c2ccccc23)c1 : -4.0
Vc quorum ag, O=C(NNC(=O)c1cc(-c2ccc(Cl)c(Cl)c2)nc2ccccc12)Nc1ccccc1 : -0.1

(listing goes on)
Every second line gives: BoNT-A LC inh2	DUSP3 inh	CCHFV vOTU inh	PriA SSB inh	Anthrax LF prot	PfHsp40 yeast	TcdB inh	Yp Topo-I inh	Vc quorum ag	3CLpro inhibitor
COC(=O)c1ccc(C(=O)OC)c(NC(=O)CN2CCCCC2)c1
→ 0.0	8.5	-4.3	-6.8	0.3	-0.8	0.8	3.6	i	-1.8
CCOC(=O)c1c(C)[nH]c(C)c1S(=O)(=O)NCc1ccccc1OCC
→ -0.1	17.7	-6.2	9.1	-1.7	0.3	1.6	5.4	-0.9	-7.8
COc1cc(OC)cc(-c2nnc(SCC(=O)N(Cc3ccccc3)C(C)(C)C)o2)c1
→ 4.0	5.0	3.3	3.6	1.4	0.8	/	9.7	i	2.6
Cn1c(CCN2CCCCC2)nc2cc(NS(=O)(=O)c3ccccc3)ccc21
→ -1.2	17.3	-0.2	-3.1	-0.6	-0.2	/	-7.3	i	-1.3
c1ccc(-c2cn(C[C@H]3CC[C@@H]([C@@H]4CC[C@H](Cn5cc(-c6ccccc6)nn5)O4)O3)nn2)cc1
→ 0.1	36.9	-1.3	-4.4	-3.1	0.6	-0.2	-0.6	-0.4	5.3
O=[N+]([O-])c1ccc(-[n+]2ccc3ccccc3c2)c([N+](=O)[O-])c1
→ -0.2	/	5.8	13.0	-6.3	-0.4	/	-16.4	i	/
NC(=O)CC(NC(=O)Cc1ccc(Br)cc1)c1ccc(N2CCN(c3ccccn3)CC2)c([N+](=O)[O-])c1 (configuration not stated)
→ -0.3	1.1	7.5	-1.2	-1.1	8.4	1.4	24.8	i	-0.7
C[C@H](NC(=O)C1CCN(S(=O)(=O)c2ccccc2)CC1)C(=O)NCc1ccc(F)cc1
→ -5.0	-1.9	2.5	-5.8	-2.6	-1.8	1.3	0.2	-2.0	-0.7
C/C(=N\NC(=O)c1ccc(N(C)C)cc1)c1ccc(C)c(C)c1
→ 1.0	30.5	25.6	/	-6.8	0.0	/	2.8	-3.0	-3.4
Cc1ccc(NC(=O)CCNC(=O)c2ccccc2)cc1F
→ -0.7	8.5	13.9	-15.3	-9.3	0.5	1.4	8.9	-0.2	-4.2
Cc1cc(C(=O)CSc2nnc(CCC(N)=O)n2C)c(C)n1C1CC1
→ 2.9	/	-0.5	-1.3	-1.7	-0.5	4.7	5.1	-1.2	/
CN(Cc1nccs1)C(=O)C1CCC(=O)N(CCc2ccc(Cl)cc2)C1 (configuration not stated)
→ 0.0	-7.2	8.0	-1.5	0.4	1.2	1.1	1.5	i	5.2
O=C(CCn1c(=O)oc2ccccc21)NCCN1CCc2ccccc2C1
→ 1.2	-8.6	5.1	-20.1	1.3	0.5	/	2.7	-6.2	-0.4
COc1ccc(CNC(=O)C(=O)NCc2cccnc2)cc1
→ -0.9	18.6	-15.9	-9.0	-4.0	0.5	1.0	14.9	-2.1	0.4
O=C(NCCCN1CCOCC1)c1ccc(CS(=O)(=O)Cc2ccccc2Cl)o1
→ 0.0	-6.9	1.3	-13.1	-2.8	-2.5	/	-1.3	10.0	-0.2
O=C(COC(=O)/C=C/c1ccco1)NCCN1C(=O)CSC1=O
→ -0.4	/	6.7	14.0	-6.5	-0.2	0.6	-2.8	0.0	/
COc1cccc(NC(=O)C(C)OC(=O)CCCNC(=O)c2ccc(Cl)cc2)c1 (configuration not stated)
→ -3.7	2.3	-7.9	-19.1	-6.9	-1.5	1.0	6.0	i	6.2
N#Cc1ccsc1NC(=O)CSc1nncs1
→ -0.3	/	15.7	-9.7	-3.6	0.1	0.4	0.6	-4.5	/
O=S(=O)(Nc1ccc(Cc2ccncc2)cc1)c1ccc(Br)s1
→ -0.7	16.7	0.5	-13.4	-1.4	0.7	/	31.6	-5.6	-2.6
Cc1ccc2cccc(Oc3ncnc4sc(C)c(C)c34)c2n1
→ -0.9	20.4	-0.7	-2.0&-12.4	-1.8	-0.5	1.4	10.4	0.4	-3.3

Bioassay records: PubChem BioAssay, several laboratories

A portion of the library; rates above refer to the full screens.
